Screening results: PubChem BioAssay, several laboratories
GalR3 antag: GalR3 antagonists in HEK293 cells, primary screen, cell-based, fluorescence readout. Galanin receptor type 3 (Homo sapiens), O60755. HEK293 GalR3-CNG cAMP membrane potential fluorescence; galR3 body fused to GalR1 C-terminus. inhibition, % at 3 µM. hit rate 0.44% among 360,000. AID 651719, 2012;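 active = inhibition above the screen-wide average plus 3 SD, cut at about 13% in these data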;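 note: forskolin and galanin both at EC90 stimulate the cells; cAMP rise reported by CNG channel membrane potential dye signal; 0% = forskolin plus galanin with DMSO and 100% = forskolin alone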
IDE inh: human IDE inhibitors in live cells, primary screen, fluorescence polarization, HEK cells, FAbetaB substrate. hit rate 0.41% among 320,000. Insulin-degrading enzyme (Homo sapiens), P14735. inhibition, % at 5.59 µM. FAbetaB cleavage;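 active = percent inhibition above the average of all tested compounds plus 3 SD, set per screening campaign, cut at about 16% in these data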;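 note: IDE supplied by intact live HEK cells; FP after avidin binding of uncleaved biotin substrate so inhibition keeps polarization high; 0% = DMSO wells and 100% = 60 µM reference IDE inhibitor Ii1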
CRFBP-R2 block: antagonists of CRF-BP/CRF-R2 complex, primary screen, cell-based, HEK293, calcium dye fluorescence, uHTS; hit rate 0.59% among 350,000; inhibition, % at 11.8 µM; CRF-induced calcium fluorescence; AID 588475, 2011;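 active = inhibition of the ligand-induced calcium signal above about 50% at the single tested concentration, limit read from the data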
IDE act: human IDE activators in live cells, primary screen, fluorescence polarization, HEK cells, FAbeta-B substrate. activation, % at 5.96 µM. hit rate 0.073% among 340,000. Insulin-degrading enzyme (Homo sapiens), P14735. FAbeta-B cleavage; 0% vehicle, 100% cell-free pure enzyme wells;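 active = activation above the mean of all tested compounds plus 3 SD, set per screening campaign, cut at about 17% in these data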
HCV NS3 hel inh: inhibitors of HCV NS3 helicase, primary screen, biochemical, Cy5 molecular beacon fluorescence | Hepatitis C virus NS3 helicase | NS3 helicase DNA unwinding | inhibition, % at 10.9 µM | hit rate 0.56% among 290,000;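 active = inhibition above the mean of all tested compounds plus 3 SD, set per campaign, cut at about 35% in these data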;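 note: 0% = DMSO wells and 100% = thioflavine S control wells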
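Material: hepatitis C virus NS3 helicase domain fragment enzyme; measured by: Cy5 fluorescence, 0 and 60 min reads; control set: DMSO and thioflavine S; incubation: 60 min unwinding reaction at 25 °C after ATP addition; read-out basis: % inhibition from 60/0 min fluorescence ratio, DMSO 0%, thioflavine S 100%; repeats: singlicate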
VIM-2 inhibitor: VIM-2 metallo-beta-lactamase inhibitors, primary screen, biochemical, epi-absorbance readout, Pseudomonas aeruginosa enzyme; purified VIM-2, nitrocefin hydrolysis, epi-absorbance fluorescence; inhibition, % at 5.6 µM; hit rate 0.89% among 290,000; AID 1527, 2009;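 active = inhibition above the mean of all tested compounds plus 3 SD, cutoff set per screening run, cut at about 7.5% in these data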;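 note: red hydrolysis product quenches plate fluorescence so inhibitors raise well fluorescence; 0% = enzyme with DMSO and 100% = DMSO without enzyme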
SUMO HTRF inh: inhibitors of in vitro SUMOylation cascade, primary screen, biochemical, HTRF, uHTS | SUMO-conjugating enzyme UBC9 (Homo sapiens), P63279 | HTRF SUMOylation assay, SAE1/SAE2 + UBC9 | inhibition, % at 35 µM | hit rate 0.36% among 290,000; in the data active = inhibition above about 50%, passing the limit was not always enough; note: strong numbers were not always called active
pCIP destab: p/CIP-EGFP fusion destabilizers, primary screen, fluorescence, F442A cells. Q05BA5. 16 h. decrease of EGFP signal, % at 10 µM. hit rate 0.01% among 290,000;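 active = EGFP signal decrease of at least 30% at 10 µM or well 3 SD below plate mean, unless failing retest; inactive = the rest, including hits failing retest or dose response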; note: some compounds called inactive have numbers as strong as hits; many of its hits are not listed in these tables
Target sequence (Q05BA5 1-1403): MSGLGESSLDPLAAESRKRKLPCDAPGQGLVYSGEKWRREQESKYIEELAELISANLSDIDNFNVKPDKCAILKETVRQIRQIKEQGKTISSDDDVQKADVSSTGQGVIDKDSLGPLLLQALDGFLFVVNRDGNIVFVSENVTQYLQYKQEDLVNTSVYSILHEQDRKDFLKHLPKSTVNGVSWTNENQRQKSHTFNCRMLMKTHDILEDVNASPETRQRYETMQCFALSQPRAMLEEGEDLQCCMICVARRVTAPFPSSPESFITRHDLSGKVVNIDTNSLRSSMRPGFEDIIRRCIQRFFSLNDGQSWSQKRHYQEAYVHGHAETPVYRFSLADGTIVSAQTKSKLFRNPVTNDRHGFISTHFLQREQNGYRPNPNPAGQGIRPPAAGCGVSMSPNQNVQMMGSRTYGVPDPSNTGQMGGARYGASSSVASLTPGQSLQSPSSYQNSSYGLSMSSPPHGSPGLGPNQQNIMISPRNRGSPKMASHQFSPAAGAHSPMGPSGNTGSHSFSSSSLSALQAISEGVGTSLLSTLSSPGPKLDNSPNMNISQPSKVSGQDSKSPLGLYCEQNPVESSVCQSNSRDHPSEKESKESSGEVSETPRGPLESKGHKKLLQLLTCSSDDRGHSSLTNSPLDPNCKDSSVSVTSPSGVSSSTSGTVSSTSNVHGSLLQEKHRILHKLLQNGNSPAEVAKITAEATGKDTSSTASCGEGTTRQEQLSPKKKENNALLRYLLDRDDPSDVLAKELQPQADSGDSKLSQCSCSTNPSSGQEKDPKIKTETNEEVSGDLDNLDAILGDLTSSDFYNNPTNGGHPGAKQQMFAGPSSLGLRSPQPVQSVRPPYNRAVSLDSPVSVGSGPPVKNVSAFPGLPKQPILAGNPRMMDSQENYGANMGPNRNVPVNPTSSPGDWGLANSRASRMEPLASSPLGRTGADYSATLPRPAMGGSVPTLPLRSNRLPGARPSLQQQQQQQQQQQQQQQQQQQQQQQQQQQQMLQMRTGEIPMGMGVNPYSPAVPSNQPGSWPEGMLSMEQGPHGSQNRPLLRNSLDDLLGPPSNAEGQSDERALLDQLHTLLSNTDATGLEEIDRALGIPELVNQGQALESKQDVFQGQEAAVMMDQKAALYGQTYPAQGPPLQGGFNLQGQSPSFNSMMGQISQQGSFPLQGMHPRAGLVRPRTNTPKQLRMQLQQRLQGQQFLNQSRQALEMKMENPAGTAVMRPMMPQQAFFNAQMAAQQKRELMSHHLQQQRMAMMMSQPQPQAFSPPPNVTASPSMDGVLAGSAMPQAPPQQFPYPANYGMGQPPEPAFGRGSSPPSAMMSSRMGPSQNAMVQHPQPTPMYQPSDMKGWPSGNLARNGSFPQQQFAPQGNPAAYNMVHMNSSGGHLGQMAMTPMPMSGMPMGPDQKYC
IMP-1 inh: IMP-1 metallo-beta-lactamase inhibitors, primary screen, biochemical, epi-absorbance readout, Pseudomonas aeruginosa enzyme; hit rate 0.45% among 290,000; AID 1556, 2009; inhibition, % at 5.6 µM; metallo-beta-lactamase IMP-1 (Pseudomonas aeruginosa); purified IMP-1, nitrocefin hydrolysis, epi-absorbance fluorescence;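 active = inhibition above the mean plus 3 SD of all compounds in the same screening run, cut at about 4.5% in these data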;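 note: 0% = IMP-1 with DMSO and 100% = DMSO wells lacking enzyme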
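System: purified IMP-1; amount: IMP-1 0.2 nM before substrate addition; compound: single dose, 5.6 µM; times: 25 °C, 15 min preincubation, 25 min reaction; signal: Epi-absorbance via hydrolysed-nitrocefin quenching of white-plate fluorescence, 480/530 nm, EDTA stop; benchmarks: DMSO with and without IMP-1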
* hit, by the source's call; . = not tested or not shown.

Order of values – GalR3 antag, IDE inh, CRFBP-R2 block, IDE act, HCV NS3 hel inh, VIM-2 inhibitor, SUMO HTRF inh, pCIP destab, IMP-1 inh
1	COc1ccc(-c2cn(Cc3cccc(OC)c3)nn2)cc1
 : -5, 1, 2, 4, 12, -1.1, 0, -5, -4.5
2	CN(C(=O)c1cccc(Br)c1)C1CCS(=O)(=O)C1 (stereo not given)
 : 2, -3, 3, 3, ., ., ., ., .
3	COc1ccc(OC)c(S(=O)(=O)N2CCC(C(=O)NCc3ccccc3)CC2)c1
 : 0, 3, -23, 1, 4, 0.9, -14, 1, 0.1
4	C1CCN(c2nc3nonc3nc2N2CCCC2)C1
 : -1, 2, 15, -2, 2, -5.1, -8, -8, -3.2
5	Cc1ccc(Cn2c(CN3CC(C)OC(C)C3)nc3c2c(=O)n(C)c(=O)n3C)cc1 (stereo not given)
 : ., 2, -22, 4, -5, 0.3, 25, -13, -3.6
6	CC1CCCCC1NC(=O)CCS(=O)(=O)c1cccc2nonc12 (stereo not given)
 : -4, 6, 7, 4, 22, -0.6, 20, -5, -1.3
7	CN1CCN(c2nc(Nc3ccc(F)cc3)nc(Nc3ccc(F)cc3)n2)CC1
 : -14, 2, -23, 3, -78, -1.9, -6, -1, -2.1
8	N#CC1=C(N)OC2=C(C(=O)CC(c3ccco3)C2)C1c1ccc(OCc2c(F)cccc2Cl)cc1 (stereo not given)
 : -7, 6, 11, -8, 30, 0.7, -8, -7, 0.7
9	CCOC(=O)c1cnn(-c2ccccc2)c1-n1cccc1C(=O)C(=O)N(C)C
 : -2, 2, 11, 3, -1, -2.1, -12, -5, -1.0
10	CCOc1ccc2c(c1)C(=O)c1cc(OCC(=O)O)ccc1-2
 : -7, 7, 2, 0, 16, -0.3, 8, 5, 0.7
11	Cc1cc(C)c2c(=O)[nH]n(C(C)C)c2n1
 : -3, -1, 24, -4, -2, -1.3, 16, -24, -1.6
12	Cn1c(Sc2ccc(Cl)cc2)c(C=O)c2ccccc21
 : -7, 1, 34, 0, -6, -2.4, 3, -5, -1.1
13	CCCS(=O)(=O)N1CCN(C(=O)CCC2CCCC2)CC1
 : -4, 2, 9, 2, 11, -2.1, 0, -5, -8.5
14	Cc1cnc(C(=O)OCc2cc(=O)n3c(C)cccc3n2)cn1
 : -6, 2, 6, 1, ., ., ., ., .
15	CC[C@H](C)[C@@H]1NC(=O)c2cc([N+](=O)[O-])cc(I)c2NCC[C@@H](C(N)=O)NC(=O)[C@H](CCCN=C(N)N)NC1=O
 : 1, 2, -2, ., -17, -2.2, 0, -2, -3.4
16	CCOc1ccc(NCc2cccn2-c2nnc(N3CCC(C(=O)NCCCN4CCCCC4)CC3)s2)cc1
 : 0, -2, -10, 7, -27, -0.3, 2, 0, -2.8
17	CN(C)N(C(=O)c1cc(-c2cccs2)nn1-c1ccccc1)C1CCS(=O)(=O)C1 (stereo not given)
 : 0, 0, -3, 4, ., ., ., ., .
18	CC(C(=O)NCc1ccccc1)N(Cc1ccccc1Cl)C(=O)c1snc(C(N)=O)c1N (stereo not given)
 : -7, 4, -16, 6, 0, -4.2, 6, -10, -1.8
19	Cc1ccc(NC(=O)C2C3C=CC4(O3)C2C(=O)N(CCCN2CCCC2)C4C(=O)NC2CCCCC2)cc1Cl (stereo not given)
 : -9, -1, -8, 2, -2, -0.9, 5, 0, -2.3
20	CCc1cccc(C)c1NC(=S)N(CCCN1CCN(C)CC1)Cc1cccs1
 : -7, -6, -6, 2, -17, -0.9, -7, 12, -0.1
21	COC(=O)C1CCN(C(=O)c2cc3c(=O)n4cccc(C)c4nc3n2Cc2ccccc2)CC1
 : -3, 5, -3, -1, -12, -0.6, 28, 1, -0.4
22	CCN(CC)CC(=O)Nc1c(C)cc(C(C)(C)C)cc1C
 : 2, 3, -7, 3, -6, 0.1, 3, -5, 1.1
23	CCOc1cc(C2C3=C(CCCC3=O)N(CC(=O)O)C3=C2C(=O)CCC3)ccc1OC
 : -9, 4, -6, 4, 1, 0.2, 8, -15, -4.7
24	CC(C)=CC(=O)N1CCC(n2nccc2NC(=O)CCc2ccccc2)CC1
 : -9, 0, -6, -1, -2, -1.1, -2, -6, -0.7
25	COc1ccc(-c2nnc(SCC(=O)Nc3cc(F)ccc3C)o2)cc1
 : -2, -4, -12, 5, 9, -0.4, 5, -9, 0.0
26	O=C(N/N=C/C1CC=CCC1)c1ccc(Cl)cc1O (stereo not given)
 : 1, 0, 11, 0, 17, -3.4, -7, -14, -2.3
27	COCCNC(=O)CN1C(=O)COc2ccc(S(=O)(=O)N3CCCCCC3)cc21
 : -2, 6, -10, 1, 2, -0.3, -1, 2, 1.4
28	Cc1ccc(N2CC(C(=O)Nc3ccc4c(c3)OCO4)CC2=O)cc1 (stereo not given)
 : -2, 5, 5, -3, -2, -2.6, 18, -6, 1.0
29	Cc1oc(/C=N/NC(=O)CC2(C)OCCO2)cc1Br
 : -6, 4, 1, 4, 3, -5.7, 18, -12, -3.0
30	NNC(=O)c1sccc1OCc1ccc(Cl)cc1
 : -6, -3, 5, 7, -12, 4.6, 22, -10, -1.3
31	O=C(COc1ccc2c3c(c(=O)oc2c1)CCCC3)NCc1ccncc1
 : 1, 6, 0, -27, 8, 35*, 8, -9, -1.0
32	Cc1ccccc1C(=O)O[C@H]1[C@H](Cc2ccccc2)NS(=O)(=O)[C@H]2CC3C=C[C@]12O3
 : -3, 5, -3, 4, ., ., ., ., .
33	CCC1=C2CC[C@H]3C(=O)N(CC)C(=O)[C@H]3[C@H]2[C@@]2(Cc3ccccc3)C(=NCCOC)OC(=O)N2C1=O
 : 5, 0, 29, 1, ., ., -3, -3, .
34	CCOC(=O)C1=C(N)Oc2ccc3ccccc3c2C1c1cccnc1 (stereo not given)
 : 5, -4, -4, 1, -12, -1.3, -8, -3, -2.3
35	COc1cccc(CNc2ncnc3cc(Cl)ccc23)c1
 : -7, ., 15, -4, -9, -5.3, 23, -8, -4.7
36	CCC(=O)C1CCCN(C(=O)CCc2nnc(-c3ccc(C(C)=O)s3)o2)C1 (stereo not given)
 : 1, 2, -2, -1, 2, -2.6, 8, -2, -1.8
37	Cc1ccc(S(C)(=O)=NC(=O)NC(=O)c2c(Cl)cccc2Cl)cc1 (stereo not given)
 : 1, -11, 17, -4, 4, -3.2, 2, -3, -2.5
38	CCCCN(CC)C(=O)Cn1c(=O)sc2ccccc21
 : -3, 1, -13, 3, -2, 0.8, 12, -5, -2.5
39	O=C(C1CCN(S(=O)(=O)c2ccccc2)CC1)N1CCCCCC1
 : -4, ., -11, 6, 0, 0.2, -10, 5, -1.3
40	COc1cc2oc(=O)ccc2cc1-c1c(OC)ccc2ccc(=O)oc12
 : -6, 1, -4, -2, ., ., ., ., .
41	COc1ccccc1-n1c(C)nnc1SCC(=O)Nc1cc(C)cc(C)c1
 : -4, -2, -6, 4, -5, -3.3, 7, -145, 0.9
42	O=C(Cn1cnc2c(nnn2Cc2ccc(Cl)cc2)c1=O)NCC1CCCO1 (stereo not given)
 : -6, 0, -14, 6, -6, -3.4, 12, -2, -1.8
43	Cc1cccc(OCC(=O)N/N=C\C=C\c2ccc3c(c2)OCO3)c1C
 : 3, 4, -7, 6, 2, -0.9, -4, -6, -2.3
44	CCCc1ccc(OCC(O)CN2CCCC2)cc1 (stereo not given)
 : -14, ., -12, -4, -7, -1.7, 9, -9, -3.9
45	CCOC(=O)Cn1cnc([N+](=O)[O-])n1
 : -1, ., 2, -1, 4, -1.4, 5, 4, -5.0
46	O=C(CSc1cccc[n+]1[O-])c1cc2ccccc2o1
 : ., 7, 17, -4, 1, 2.3, -5, -8, -1.1
47	COc1ccc(S(=O)(=O)N2CCOCC2)cc1NC(=O)CN(C)Cc1c(F)cccc1Cl
 : 1, 2, 6, -3, -12, -6.0, 6, -10, -2.5
48	CCOc1ccccc1NC(=O)N1CCC(NC(=O)c2cccc(C)c2)CC1
 : -5, 4, -13, 2, 6, 2.7, -7, 4, -1.8
49	O=C(O)CN1C(=O)S/C(=C\c2ccc3c(c2)OCO3)C1=O
 : -1, -2, 10, 8, ., ., ., ., .
50	COc1ccc(CC(=O)OCC(=O)Nc2ccc(N3CCOCC3)cc2)cc1
 : -5, 3, 3, 7, -3, -1.7, -23, -9, -3.5
51	Cc1cc(C)cc(Nc2nc(-c3ccc(S(=O)(=O)N4CCCC4)cc3)cs2)c1
 : 2, 5, -4, -5, -6, 0.3, 6, -16, 0.2
52	Cc1cccc(N2CCN(C(=O)CNC(=O)c3cccc([N+](=O)[O-])c3)CC2)c1C
 : -8, -2, -7, -8, -10, -2.3, -7, -7, -1.4
53	O=C(Nc1nnc(SCC(=O)N2CCCC2)s1)C1CC(=O)N(c2ccc(F)cc2)C1 (stereo not given)
 : 0, 7, 10, -2, 20, -6.7, -2, -10, -4.8
54	O=C(NC1CCCCC1)n1c(=O)oc2ccc(Cl)cc21
 : -6, -3, -4, 3, 9, -5.8, 7, 4, -5.3
55	CC(C)c1ccc(C2C(C#N)=C(N)Oc3c2oc(CO)cc3=O)cc1 (stereo not given)
 : 0, 0, 1, 5, 13, -4.8, 1, -16, 2.7
56	CN1CCN(CC(=O)N2c3ccccc3C(C)(c3ccccc3)CC2(C)C)CC1 (stereo not given)
 : ., 2, -22, 5, -22, 0.2, 10, 5, -0.1
57	CCC(c1nnc(SCC(=O)Nc2ccc(C(C)=O)cc2)n1C1CCCCC1)N(C)C (stereo not given)
 : 1, 1, -14, -2, -2, 12*, -8, 10, -2.8
58	CC(=O)Nc1nc(-c2ccc3c(c2)CCN3S(C)(=O)=O)cs1
 : -5, 5, 7, 9, 12, 1.4, 17, 16, -2.4
59	CCCCNc1c(-c2ccc(OC)c(SC3CCCCC3)c2)nc2ccc(Cl)cn12
 : -5, 1, 0, -2, ., ., ., ., .
